From PubChem
AID2073 – disruptors of CaV2.2 binding to Mint1 – biochemical, HTRF (AID 2073); HTRF protein-protein interaction, Mint1-CaV2.2; higher % means a stronger effect; inhibition, % at 20 µM; hits with a dose series show IC50 in µM; 0.19% of 290,000 active; in the data active = inhibition mostly above about 51%, no sharp cut-off; note: some results filed as inactive read as strong as hits
Siah-1 displacement – Siah-1 peptide-binding antagonists, primary screen, biochemical, fluorescence polarization, rhodamine-plectin, uHTS (AID 1817). Siah-1 / rhodamine-plectin peptide fluorescence polarization; higher % means a stronger effect. displacement, % at 20 µM; hits with a dose series show IC50 in µM. 0.02% of 290,000 active;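 active = displacement of at least 50% at 20 µM, with a fluorescence ratio check between 0.3 and a set limit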;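 note: plate controls were Siah plus tracer with DMSO for no effect and tracer alone without Siah for full effect; strong numbers were not always called active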
XIAP antagonists – small molecules displacing peptide from XIAP – biochemical, IAP family, fluorescence polarization (AID 1018) | displacement, % at 20 µM, or IC50 in µM where a hit was titrated | XIAP BIR domain, fluorescence polarization peptide displacement; higher % means a stronger effect | 0.007% of 200,000 active; in the data active = displacement above about 50%; note: a part of the inactive calls stands beside numbers as strong as those of hits
Hep lipid drop – hepatic lipid droplet formation modulation; AML12 mouse hepatocytes, oleate lipid droplets, BODIPY imaging; inhibition, % at 6.5 µM; 0.4% of 240,000 active; AID 1656;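 active = lipid droplet intensity inhibited by at least 50%, with more than 500 cells counted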
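Assay system: AML12 hepatocytes (mouse) / Also added: 100 µM oleic acid challenge / Times: overnight treatment with compound plus oleate / Detection: high-content imaging of BODIPY-stained droplets and DAPI nuclei / Evaluation: % inhibition of lipid droplet signal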
HEK293 NOD2/NF-kB – inhibition of NOD2-driven NF-kB reporter – cell-based, luminescence, uHTS, HEK293 (AID 1566) | HEK293 NOD2/NF-kB luciferase reporter, luminescence; higher % means a stronger effect | inhibition, % at 4 µM; hits with a dose series show EC50 in µM | 0.63% of 290,000 active; note: many of its hits are not listed in these tables
LYP inhibition – inhibitors of LYP phosphatase, biochemical, fluorescence intensity, uHTS (AID 1779); recombinant LYP phosphatase, fluorescence intensity; higher % means a stronger effect; one-dose inhibition, % at 11.5 µM; IC50 in µM for titrated hits; 0.054% of 290,000 active;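 note: plate controls were vehicle with enzyme for no effect and no enzyme for full effect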
P. falciparum M17LAP – P. falciparum M17LAP inhibitors, primary screen, biochemical, fluorogenic H-Leu-NHMec substrate, 1536-well (AID 1619); 0.38% of 220,000 active; inhibition, % at 30 µM, or IC50 in µM where a hit was titrated; recombinant M17LAP, H-Leu-NHMec fluorogenic kinetic assay; higher % means a stronger effect;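 active = compound inhibiting the enzyme by more than half at any dose during confirmatory dose-response retesting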;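 note: plate controls were full reaction with DMSO carrier for no effect and no enzyme background for full effect; strong numbers were not always called active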
M1AAP inhibition – P. falciparum M1AAP inhibitors, biochemical, fluorogenic H-Leu-NHMec substrate, 1536-well (AID 1445) | recombinant M1AAP, H-Leu-NHMec fluorogenic kinetic assay; higher % means a stronger effect | one-dose inhibition, % at 30 µM; IC50 in µM for titrated hits | 0.42% of 220,000 active;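 active = primary inhibition above the hit cutoff, then over 50% inhibition at one or more dose response concentrations, cut at about 23% in these data, passing the limit was not always enough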;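 note: plate controls were DMSO full reaction for no effect and no enzyme background for full effect; strong numbers were not always called active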
ER stress rescue – protection against thapsigargin-triggered cell killing – 384-well, CSM14.1, ATP luminescence, primary screen (AID 1222); CSM14.1 thapsigargin-induced death rescue, ATP luminescence; higher % means a stronger effect; cellular ATP content (survival), % at 20 µM, or EC50 in µM where a hit was titrated; 190,000 tested, under 10 active;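 active = EC50 below 50 µM in the dose-response confirmation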;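 note: death triggered by thapsigargin at about 15 µM added after 2 h compound pretreatment; cell ATP read after overnight thapsigargin exposure of roughly 18 to 22 hours; normalized against plate controls of thapsigargin alone and 5% DMSO vehicle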
Hep lipid drop cells 6.5 µM – further read-out of Hep lipid drop, marked with its call; cell count; measured here: cell count, cytotoxicity flag;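 cells counted across two imaged fields per well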
Numbers without * were called inactive; nt = not tested or not shown. Cut-off read from the data, not from the text of the source, unless noted: active = inhibition above about 50%; inactive = the rest.

SMILES	AID2073	Siah-1 displacement	XIAP antagonists	Hep lipid drop	Hep lipid drop cells 6.5 µM	HEK293 NOD2/NF-kB	LYP inhibition	P. falciparum M17LAP	M1AAP inhibition	ER stress rescue
COc1ccc(-c2nnc(N(C)C(=O)c3ccco3)s2)cc1OC	6.8%	7.6%	nt	-1.4	554	19.7%	-7.7%	nt	nt	nt
COc1cc(/C=N/NC(=O)c2ccc(-c3ccccc3)cc2)cc(OC)c1OC	29.8%	-5.2%	-7.0%	-18.0	656	nt	-3.8%	-9.2%	0.5%	-4.1%
COc1ccc(C2N(c3ccccc3)C(=S)N3CCCN23)cc1 (stereo unspecified)	41.8%	-6.2%	-0.8%	36.2	583	1.1%	-0.5%	-7.5%	14.9%	-4.6%
C=CCOCC(O)Cn1c(N2CCCC2)nc2c1c(=O)n(C)c(=O)n2C (stereo unspecified)	-2.7%	10.7%	nt	nt	nt	8.2%	-9.6%	nt	nt	nt
CCOC(=O)c1ccc(-n2nc(C)cc2C)cc1	3.6%	2.2%	nt	3.4	768	0.4%	-4.2%	6.4%	1.5%	nt
Cc1ccc(NC(=O)CCOc2ccccc2C)cc1F	-10.2%	2.5%	-8.0%	0.6	677	-12.0%	-2.3%	-7.8%	1.9%	-1.3%
Nc1ccccc1SCC(=O)N1CCc2ccccc21	11.1%	4.0%	-3.9%	1.6	778	-26.2%	2.5%	12.6%	-13.0%	5.4%
O=C(Nc1ccc(N2C(=O)C3C4C=CC(C4)C3C2=O)cc1Cl)c1cccs1 (stereo unspecified)	22.3%	4.0%	-3.2%	0.5	657	-2.3%	-2.9%	-10.9%	0.2%	-0.2%
CC(C)(C)C(=O)Nc1ccc(-c2cn3ccsc3n2)cc1	-28.7%	-1.3%	-3.8%	nt	nt	-174.8%	-10.4%	1.9%	-5.9%	-4.9%
O=C(CSc1nc(-c2ccc(F)cc2)cc(C(F)(F)F)n1)Nc1ccc2c(c1)OCO2	3.3%	-3.0%	-8.0%	-13.5	542	-2.8%	-5.8%	10.9%	7.6%	2.8%
COc1ccc(C(=O)NN2C(=O)C3CCC(C)(C2=O)C3(C)C)cc1 (stereo unspecified)	-3.1%	-3.6%	-0.3%	nt	nt	3.0%	-7.9%	6.9%	-1.3%	1.1%
CCCCn1nc2cc(C(=O)NCc3cc(C(F)(F)F)cc(C(F)(F)F)c3)ccc2c1OC	7.1%	2.2%	-5.8%	6.9	671	16.0%	-3.2%	0.1%	2.4%	1.1%
O=C(c1nc2ccc(Cl)cn2c1CN1CCCC(CO)C1)N1CCc2ccccc2C1 (stereo unspecified)	6.2%	4.3%	nt	-4.4	820	17.9%	-10.7%	nt	nt	nt
O=C(Nc1sc2c(c1C(=O)O)CCC2)c1ccco1	8.5%	-3.8%	-3.9%	nt	nt	-22.7%	-7.2%	37.1%	9.5%	-1.2%
CN(C)c1cccc(C(=O)Nc2cccc(F)c2)c1	1.0%	-0.6%	-4.2%	-14.4	693	-36.2%	0.2%	-5.4%	5.6%	-3.6%
COc1ccccc1C1CC(c2ccc(Cl)cc2)Nc2ncnn21 (stereo unspecified)	13.9%	-3.4%	-8.2%	0.6	685	2.3%	2.7%	-5.6%	3.2%	nt
COc1ccc2c(c1O)Cc1ccccc1C2=O	2.7%	0.2%	3.8%	-2.7	660	-6.3%	-1.3%	-14.3%	-0.6%	4.0%
Cc1cccc(NC(=O)Cn2cc([N+](=O)[O-])cn2)n1	-1.9%	-7.6%	-4.5%	-0.5	730	9.1%	-8.5%	-4.5%	3.7%	1.8%
COc1ccc(-n2nc(C(=O)NCC(=O)NCc3ccco3)c3ccccc3c2=O)c(OC)c1	2.9%	-0.9%	-4.5%	-10.8	731	-10.7%	-1.2%	-1.4%	6.3%	-1.7%
COc1ccc(S(=O)(=O)c2c(O)c3ccc(C(=O)Nc4ccc(F)cc4F)cc3[nH]c2=O)cc1	3.9%	-2.4%	nt	2.0	771	7.3%	-13.5%	nt	nt	nt
Cc1ccc(-n2nc3c(c2NC(=O)c2c(-c4ccccc4Cl)noc2C)CS(=O)(=O)C3)c(C)c1	5.3%	-3.9%	-2.5%	-4.8	590	-9.9%	2.8%	-4.1%	2.9%	-1.7%
CCCn1c2c(c(O)c(C(=O)Nc3ccc(OC)cc3)c1=O)CCCC2	5.7%	1.4%	38.5%	nt	nt	43.2%	4.8%	5.4%	7.4%	0.5%
CCN(CC)C(=O)C(=O)Nc1ccc(OC)c(Cl)c1	1.5%	-2.4%	-1.2%	10.8	678	-14.3%	4.3%	3.3%	4.5%	-0.1%
COc1ccc(OC)c2c1sc(=NC(=O)c1cccc(N3C(=O)CCC3=O)c1)n2C	22.7%	29.7%	-3.6%	9.6	705	9.8%	1.4%	-4.5%	-1.6%	-0.4%
Cc1[nH]nc2c1C(c1c[nH]c3ccccc13)C(C#N)=C(N)O2 (stereo unspecified)	-3.8%	-2.5%	nt	5.8	664	4.2%	-7.1%	14.3%	11.9%	nt
Cc1c(NC(=O)N2CCCCCC2)c(=O)n(-c2ccccc2)n1C	-4.4%	4.2%	-4.2%	nt	nt	5.8%	-6.7%	9.7%	-0.5%	-0.7%
O=C(Cn1cc(C(F)(F)F)cc(Cl)c1=O)Nc1cc(Cl)cc(Cl)c1	19.5%	3.5%	-3.2%	-10.4	656	-2.2%	-7.9%	2.1%	4.7%	1.4%
Cc1cc(C(=O)OCC(=O)N2c3ccccc3NC(=O)C2(C)C)c(C)n1-c1ccccc1	-6.1%	5.5%	-5.8%	-21.1	665	2.3%	5.8%	7.2%	-1.1%	1.7%
COC(=O)c1sc(NC(=O)c2ccc([N+](=O)[O-])o2)c(C#N)c1C	-1.8%	11.4%	nt	2.0	708	37.8%	1.0%	38.9%	13.4%	nt
Cc1ccc(-n2c(C)cc(C(=O)COC(=O)c3ccc[nH]c3=O)c2C)cc1	11.4%	-2.5%	-4.3%	-5.8	316	-62.3%	0.3%	1.22µM*	4.2%	-5.3%

Four neighbouring records already listed, quoted:
SMILES	AID2073	Siah-1 displacement	XIAP antagonists	Hep lipid drop	Hep lipid drop cells 6.5 µM	HEK293 NOD2/NF-kB	LYP inhibition	P. falciparum M17LAP	M1AAP inhibition	ER stress rescue
Cc1ccc(-n2nc3c(c2NC(=O)c2c(-c4ccccc4Cl)noc2C)CS(=O)(=O)C3)c(C)c1	5.3%	-3.9%	-2.5%	-4.8	590	-9.9%	2.8%	-4.1%	2.9%	-1.7%
CCCn1c2c(c(O)c(C(=O)Nc3ccc(OC)cc3)c1=O)CCCC2	5.7%	1.4%	38.5%	nt	nt	43.2%	4.8%	5.4%	7.4%	0.5%
CCN(CC)C(=O)C(=O)Nc1ccc(OC)c(Cl)c1	1.5%	-2.4%	-1.2%	10.8	678	-14.3%	4.3%	3.3%	4.5%	-0.1%
COc1ccc(OC)c2c1sc(=NC(=O)c1cccc(N3C(=O)CCC3=O)c1)n2C	22.7%	29.7%	-3.6%	9.6	705	9.8%	1.4%	-4.5%	-1.6%	-0.4%

Next structures:
SMILES	AID2073	Siah-1 displacement	XIAP antagonists	Hep lipid drop	Hep lipid drop cells 6.5 µM	HEK293 NOD2/NF-kB	LYP inhibition	P. falciparum M17LAP	M1AAP inhibition	ER stress rescue
Cc1[nH]c(-c2ccc(F)cc2)cc1C(=O)N1CCN(c2ccccc2)CC1	6.0%	14.9%	nt	5.1	854	7.9%	-2.6%	nt	nt	nt
CC(=O)n1ccnc1	-5.6%	1.7%	nt	-0.1	763	12.5%	-6.8%	nt	nt	nt
Oc1ccc(N2CCN(c3ccnc4cc(Cl)ccc34)CC2)cc1	-22.8%	3.5%	nt	12.8	774	20.9%	-9.0%	nt	nt	nt
O=C(COC(=O)c1ccc(CNS(=O)(=O)c2ccc(F)c(Cl)c2)cc1)NC1CCCCCCC1	10.2%	-2.6%	-1.3%	11.5	658	21.2%	-4.9%	-8.7%	-1.7%	5.6%
O=S(=O)(c1ccc(F)cc1)c1nc(-c2ccccc2F)oc1N1CCCCC1	14.1%	5.1%	-6.2%	-18.4	748	-2.0%	2.2%	3.2%	2.4%	3.5%
O=C1CCCCC1C(Nc1ccc(Cl)cc1)c1ccccc1 (stereo unspecified)	0.3%	-1.4%	-2.9%	-8.0	693	-20.1%	3.2%	4.8%	-0.5%	-2.3%
Cc1nnc(NCCc2ccccc2)n(N)c1=O	-2.4%	4.7%	-5.9%	-14.8	671	-3.4%	-0.4%	17.1%	0.3%	-0.5%
CCOC(=O)N1CCC(N2CCCC(C(=O)c3cc(F)ccc3OC)C2)CC1 (stereo unspecified)	1.0%	-0.1%	-3.9%	-47.5	638	-7.8%	-7.1%	0.1%	-2.9%	0.6%
OCCC1CN(CCCc2ccccc2)CCN1Cc1ccc(F)cc1 (stereo unspecified)	5.1%	-3.5%	nt	-2.5	802	-25.0%	-7.6%	nt	nt	nt
O=C(NC1CCCCC1)c1cccnc1Sc1ccccc1	1.9%	2.8%	nt	-12.4	737	-7.1%	-11.7%	nt	nt	nt
Cc1ccc(-c2csc(NC(=O)C[n+]3cc(-c4ccc(C)cc4)n4c3CCC4)n2)cc1	12.9%	-3.8%	nt	24.7	748	-4.7%	-4.3%	1.9%	2.1%	nt
c1ccc2c(c1)C(=NC1CCCCC1)NC2=NC1CCCCC1	5.7%	-0.9%	-1.0%	nt	nt	13.4%	-8.5%	5.3%	5.7%	-0.8%
CCOc1ccccc1N1CCN(C(=O)c2cccs2)CC1	2.4%	-2.5%	nt	-0.5	830	5.1%	-11.1%	nt	nt	nt
COc1ccc(OC)c(NC(=O)CCc2nnc3ccc(NCc4ccco4)nn23)c1	34.3%	4.6%	nt	-0.7	654	10.3%	-9.6%	nt	nt	nt
Cc1ccc(NC(=O)c2cc([N+](=O)[O-])ccc2NCc2cccnc2)cc1Cl	23.9%	5.8%	-5.2%	nt	nt	-57.9%	-2.8%	-6.3%	9.2%	-1.0%
CN(C)c1ccc(/C=N/NC(=O)c2ccnn2C)cc1	-3.1%	-2.2%	-4.2%	0.2	708	-57.6%	-0.8%	53.8%	12.8%	-2.2%
CCN(CC)CCCN(Cc1cc2cc3c(cc2[nH]c1=O)OCCO3)C(=O)Nc1ccccc1	5.9%	0.0%	-4.1%	nt	nt	-20.2%	-0.9%	-38.3%	10.4%	-1.2%
COc1ccc(C(CNC(=O)c2cc3ccccc3o2)N2CCCCC2)cc1 (stereo unspecified)	-1.8%	-4.7%	-2.9%	-17.9	661	-14.9%	-2.5%	5.7%	4.8%	-0.5%

Printed as active in P. falciparum M17LAP, of those listed so far:
SMILES,AID2073,Siah-1 displacement,XIAP antagonists,HEK293 NOD2/NF-kB,LYP inhibition,P. falciparum M17LAP,M1AAP inhibition
Cc1ccc(-n2c(C)cc(C(=O)COC(=O)c3ccc[nH]c3=O)c2C)cc1,11.4%,-2.5%,-4.3%,-62.3%,0.3%,1.22µM*,4.2%

Some of the compounds tested. The share of hits here may be higher or lower than overall.
